TRHR PAM: allosterically enhances the human TRH receptor. AID 493056. 0.66% of 360,000 active. enhancement, % at 2 µM. TRHR cells, fluo-8 calcium fluorescence, EC20 TRH enhancement. P34981; in the data active means enhancement above about 30%; further: 0% is about no effect
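Enhancer read-out: after compound pinning and an initial kinetic agonist-mode read, an EC20 of TRH (10 nM final) was injected and fluo-8 calcium signal (Ex 480/Em 530) followed at 1 s/cycle for 100 cycles in TRHR-expressing cells.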
D1 potentiator: enhances dopamine response at the human D1 receptor; P21728; 0.036% of 360,000 active; HEK293 TREx D1 cells, calcium flux, dopamine EC20 potentiation; potentiation, % at 10 µM; in the data active means potentiation above about 30%; further: 0% is about no effect
D2 antagonist: antagonists of human D2 dopamine receptor; P14416; HEK293 TREx D2 cells, calcium flux, dopamine EC80; inhibition, % at 10 µM; 2% of 340,000 active; AID 485344; in the data active means inhibition above about 30%; further: 0% is about no effect
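Tetracycline-induced HEK293 TREx cells expressing D2 receptor forced-coupled to calcium signalling, loaded with no-wash calcium dye. Compounds added and calcium flux read 180 s, then dopamine added at EC80 and read a further 180 s.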
D2 potentiator: positively modulates the human D2 dopamine receptor allosterically; potentiation, % at 10 µM; HEK293 T-REx D2, calcium flux, EC20 dopamine potentiation; P14416; 0.34% of 340,000 active;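 active means potentiation over 3 SD above the plate norm, cut at about 30% in these data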; further: 0% is about no effect
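Primary screen. Calcium kinetics in induced HEK293 T-REx D2 cells: compound pre-addition 180 s, EC20 dopamine, 180 s more.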
D1 ag: agonists of human D1 dopamine receptor; activation, % at 2 µM; 1% of 360,000 active; AID 504660; HEK293 T-REx D1 cells, calcium flux, agonist mode; P21728; in the data active means activation above about 30%; further: 0% is about no effect
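Agonism was scored from calcium flux recorded over 180 s (1 read/s) after pintool compound addition, following a 10-cycle baseline. Cells were inducible force-coupled HEK293 TREx D1, plated overnight at 30 C and loaded with no-wash calcium dye.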
RXFP1 antagonist: antagonists of human relaxin receptor RXFP1 | Q9HBX9 | HEK293-RXFP1, relaxin-stimulated cAMP HTRF, 30 min; stronger effect = lower value | activity change, negative = inhibition, % at 57.5 µM | 0.59% of 350,000 active | AID 1259400;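 active means activity change of -60% or lower, but not beyond a set lower limit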; further: on the % scale 0 is the no-effect control and ±100 the full control effect
Target sequence (Q9HBX9 whole entry, looked up): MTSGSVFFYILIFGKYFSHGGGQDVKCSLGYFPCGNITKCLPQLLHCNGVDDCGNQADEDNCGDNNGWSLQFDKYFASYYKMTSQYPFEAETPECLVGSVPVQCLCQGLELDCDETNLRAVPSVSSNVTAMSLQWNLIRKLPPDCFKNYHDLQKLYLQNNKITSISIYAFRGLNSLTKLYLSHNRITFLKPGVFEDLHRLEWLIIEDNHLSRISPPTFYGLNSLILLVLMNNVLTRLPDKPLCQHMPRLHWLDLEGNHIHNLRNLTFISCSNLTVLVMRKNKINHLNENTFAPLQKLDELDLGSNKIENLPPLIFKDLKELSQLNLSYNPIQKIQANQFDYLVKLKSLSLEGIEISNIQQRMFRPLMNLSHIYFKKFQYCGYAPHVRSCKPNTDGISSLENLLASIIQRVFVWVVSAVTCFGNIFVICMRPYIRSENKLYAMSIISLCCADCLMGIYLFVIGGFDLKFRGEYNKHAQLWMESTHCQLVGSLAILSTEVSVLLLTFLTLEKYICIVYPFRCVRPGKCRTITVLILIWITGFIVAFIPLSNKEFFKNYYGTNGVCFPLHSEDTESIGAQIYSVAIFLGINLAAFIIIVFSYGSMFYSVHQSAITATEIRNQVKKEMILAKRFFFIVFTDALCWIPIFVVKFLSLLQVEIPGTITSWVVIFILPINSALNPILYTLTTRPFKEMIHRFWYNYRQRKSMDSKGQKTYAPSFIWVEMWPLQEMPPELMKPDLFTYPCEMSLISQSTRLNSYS
D1 antagonist: human D1 dopamine receptor antagonism | HEK293 TREx D1 cells, calcium flux, dopamine EC80; stronger effect = lower value | activity change, negative = inhibition, % at 10 µM | P21728 | 3.2% of 360,000 active; in the data active means activity change below about -30%; further: on the % scale 0 is the no-effect control and ±100 the full control effect
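Tetracycline-induced HEK293 T-REx cells with force-coupled D1 receptor were loaded with a no-wash calcium dye. Compound was added after a 10 s baseline and read kinetically for 180 s; EC80 dopamine was then added and calcium flux followed another 180 s.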
D2 ag: activates the human D2 dopamine receptor; HEK293 T-REx D2 cells, calcium flux agonist mode; activation, % at 2 µM; 0.53% of 340,000 active;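 active means activation over 3 SD above normal in the single-dose calcium agonist read, cut at about 30% in these data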; further: 0% is about no effect
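Tetracycline-induced HEK293 T-REx cells with force-coupled D2 receptor, plated overnight at 30 C, loaded with no-wash calcium dye. After a 10 s baseline, compound was pin-added and calcium flux read kinetically for 180 s; calcium rises flagged agonists.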
RXFP1 agonist: agonists of human relaxin receptor RXFP1; Q9HBX9; HEK293T-RXFP1 cAMP TR-FRET, 30 min; response scale: percent of porcine relaxin response, buffer zero; Potency, µM (top dose mostly 57.5 µM), without a hit: at the top dose activation, usual class: activators; 0.3% of 370,000 active; AID 2676; active means well fitted activation curve with a large enough effect; further: potency means the concentration at half of the fitted maximal effect; on the % scale 0 is the no-effect control and ±100 the full control effect; nearly all actives have a fitted effect of over 60% in size; many of its hits are not listed in these tables
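HEK293T cells stably expressing RXFP1 were pretreated with the PDE4 inhibitor Ro 20174, exposed to compounds for 30 min at 37C, lysed, and cAMP was read by TR-FRET. Data normalized to buffer (basal) and 29 nM porcine relaxin (100%).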
* = called active by the depositor; . = no result given; & = joins results of further samples. Only part of the results is shown; count on the stated rates, not on these rows.

SMILES	TRHR PAM	D1 potentiator	D2 antagonist	D2 potentiator	D1 ag	RXFP1 antagonist	D1 antagonist	D2 ag	RXFP1 agonist
Cc1ccc(-c2csc(NC(=O)c3ccc(F)cc3)c2C(=O)O)cc1	-3	-4	-4	-1	8	-13	0	-1.3	6.4%
CCOC(=O)CN1NC2(CCC(C)CC2)NC1=S (stereo not given)	6	-2	10	9	2	-31	2	0.0	1.4%
Cc1c(C(=O)NCCSCc2ccc(Cl)cc2Cl)cccc1[N+](=O)[O-]	4	4	-17	7	-1	-12	-4	1.5	0.7%
COc1ccc(OC)c(NC(=O)CC2C(=O)NCCN2C(=O)c2ccccc2)c1 (stereo not given)	-4	0	.	.	4	7	-8	.	-1.6%
CC(C)Cn1cc(C(=O)N2CCN(c3cccc(Cl)c3)CC2)c2c3ccccc3n(C)c2c1=O	7	2	.	21	6	-14	2	.	0.3%
CC(C(=O)Nc1ccc2c(c1)OCO2)n1cnc2c1c(=O)n(C)c(=O)n2C (stereo not given)	1	3	10	-4	-1	4	-12	-0.6	12%
COc1cccc(OC)c1C(=O)OCC(=O)NCc1ccco1	3	-2	16	-8	-1	-4	-2	0.0	0.9%
CS(=O)(=O)NCCCNc1ccc(Cl)cc1[N+](=O)[O-]	-4	-5	15	-4	3	-2	1	0.3	4.1%
COc1ccc(CCNCC(=O)Nc2ccc(OC(F)(F)F)cc2)cc1OC	3	2	11	12	8	1	0	-4.9	1.0%
O=C(CN1C(=O)CCSc2ccc(S(=O)(=O)N3CCOCC3)cc21)Nc1cccc(F)c1	-3	-8	7	-5	1	12	7	0.1	4.2%
CCN(CC)C(=S)NC(=O)c1ccc(OC)c(Br)c1	-1	-7	-14	5	1	-7	11	1.1	0.9%
O=C(O)CCC(=O)Nc1ccc(C(=O)OC2CCCCC2)cc1	-1	3	0	6	1	-19	19	1.3	0.2%
Cc1noc(C)c1C(=O)OCC(=O)Nc1ccc(C(N)=O)cc1	-4	-2	-4	-4	10	10	11	0.4	-0.3%
CC(C)(C)N(Cc1ccccc1)C(=O)COC(=O)c1ccc(Br)o1	-13	-13	-21	-8	3	2	4	6.6	0.7%
Cc1cccc(N2CC(C(=O)O)CC2=O)c1 (stereo not given)	3	-1	-19	-7	1	7	5	0.5	1.9%

Another view of part of the listing above.
canonical_smiles | TRHR PAM | D1 potentiator | D2 antagonist | D2 potentiator | D1 ag | RXFP1 antagonist | D1 antagonist | D2 ag | RXFP1 agonist
Cc1c(C(=O)NCCSCc2ccc(Cl)cc2Cl)cccc1[N+](=O)[O-] | 4 | 4 | -17 | 7 | -1 | -12 | -4 | 1.5 | 0.7%
COc1ccc(OC)c(NC(=O)CC2C(=O)NCCN2C(=O)c2ccccc2)c1 (stereo not given) | -4 | 0 | . | . | 4 | 7 | -8 | . | -1.6%
CC(C)Cn1cc(C(=O)N2CCN(c3cccc(Cl)c3)CC2)c2c3ccccc3n(C)c2c1=O | 7 | 2 | . | 21 | 6 | -14 | 2 | . | 0.3%
CC(C(=O)Nc1ccc2c(c1)OCO2)n1cnc2c1c(=O)n(C)c(=O)n2C (stereo not given) | 1 | 3 | 10 | -4 | -1 | 4 | -12 | -0.6 | 12%
COc1cccc(OC)c1C(=O)OCC(=O)NCc1ccco1 | 3 | -2 | 16 | -8 | -1 | -4 | -2 | 0.0 | 0.9%
CS(=O)(=O)NCCCNc1ccc(Cl)cc1[N+](=O)[O-] | -4 | -5 | 15 | -4 | 3 | -2 | 1 | 0.3 | 4.1%
COc1ccc(CCNCC(=O)Nc2ccc(OC(F)(F)F)cc2)cc1OC | 3 | 2 | 11 | 12 | 8 | 1 | 0 | -4.9 | 1.0%
O=C(CN1C(=O)CCSc2ccc(S(=O)(=O)N3CCOCC3)cc21)Nc1cccc(F)c1 | -3 | -8 | 7 | -5 | 1 | 12 | 7 | 0.1 | 4.2%
CCN(CC)C(=S)NC(=O)c1ccc(OC)c(Br)c1 | -1 | -7 | -14 | 5 | 1 | -7 | 11 | 1.1 | 0.9%
O=C(O)CCC(=O)Nc1ccc(C(=O)OC2CCCCC2)cc1 | -1 | 3 | 0 | 6 | 1 | -19 | 19 | 1.3 | 0.2%
Cc1noc(C)c1C(=O)OCC(=O)Nc1ccc(C(N)=O)cc1 | -4 | -2 | -4 | -4 | 10 | 10 | 11 | 0.4 | -0.3%
CC(C)(C)N(Cc1ccccc1)C(=O)COC(=O)c1ccc(Br)o1 | -13 | -13 | -21 | -8 | 3 | 2 | 4 | 6.6 | 0.7%

(more compounds)
SMILES	TRHR PAM	D1 potentiator	D2 antagonist	D2 potentiator	D1 ag	RXFP1 antagonist	D1 antagonist	D2 ag	RXFP1 agonist
COc1ccc(CN(C(=O)c2ccc(-c3ccccc3)[nH]2)C(C(=O)NC(C)(C)C)c2ccncc2)cc1 (stereo not given)	5	0	14	.	1	-12	-11	0.3	0.8%
Cc1nc(Cl)sc1C(=O)O	-1	10	6	8	4	-12	-4	0.9	1.7%
CC(C)[C@H](NS(=O)(=O)c1cccc(Cl)c1)C(=O)OCC(=O)N1CCN(c2ccccc2)CC1	9	-1	11	-3	1	-17	-18	6.3	-1.1%
COCCNS(=O)(=O)c1ccc(Cl)c(C(=O)NC2CCN(Cc3ccccc3)CC2)c1	17	-5	-26	0	0	23	-3	-0.6	1.0%
CCCn1c2c(c(O)c(C(=O)Nc3ccccn3)c1=O)CCCC2	5	-1	6	16	0	.	-1	0.6	1.0%
COC(=O)c1ccc(NC(=O)c2ccc(NS(=O)(=O)c3cccc4cccnc34)cc2)cc1	-1	-9	11	4	3	-27	1	-0.9	0.2%
COc1ccccc1S(=O)(=O)c1ccccc1[N+](=O)[O-]	-2	0	5	-2	4	-1	-3	-1.3	-0.4%
COc1ccc(-n2c(=O)c3c(C)c(C)sc3n(Cc3ccc(F)cc3)c2=O)c(OC)c1	-13&-7	-9&-1	5	-5&17	5&5	0&1	-21&-17	0.5&0.7	0.4%&-1.0%
CC(=O)N1N=C(c2ccccc2)OC1c1cccnc1 (stereo not given)	-8	1	-1	-3	2	0	-3	-0.1	1.7%
O=S(=O)(NCC(c1ccco1)N1CCN(c2ccccc2F)CC1)c1ccc2c(c1)OCCO2 (stereo not given)	2	-9	3	11	9	-6	-7	-0.7	0.6%
Cc1c(C2=CCN(S(=O)(=O)c3ccc(CC(C)C)cc3)CC2)c2ccccc2n1CC(=O)N1CCCC1	5	-1	.	-1	38*	-14	24	-1.1	-0.4%
O=C(Nc1ccc(S(=O)(=O)Nc2nccs2)cc1)c1ccc(=O)[nH]c1	4	9	-11	25	4	-1	10	3.6	16%
CC1(C(=O)NC2CCCC2)CCC(=O)N1Cc1ccccc1Cl (stereo not given)	5	0	23	-1	2	-4	3	0.3	0.0%
Cc1cc(C)c(S(=O)(=O)Nc2ncn[nH]2)cc1C	0	-7	-13	-11	2	3	-8	1.5	-1.5%
C=CCNC(=S)N(CC=C)C1CCS(=O)(=O)C1 (stereo not given)	3	-1	19	-25	1	6	2	2.6	2.3%
NC(=O)c1sc2cc(C(F)(F)F)cnc2c1-c1ccccc1	3	-2	-2	6	0	6	7	-0.7	-2.0%
CCOC(=O)c1c(-c2ccc(C)cc2)csc1NC(=O)c1ccc(N2C(=O)CCC2=O)cc1	3	-6	-6	1	1	-4	-6	0.3	4.9%
O=[N+]([O-])c1ccn(-c2nc(-c3ccccc3)cc(C(F)(F)F)n2)n1	0	1	-18	.	1	0	5	-0.4	0.1%
O=C(CCCCn1c(=O)[nH]c2ccsc2c1=O)NCCc1ccccc1	-1	6	0	-3	1	-1	14	-1.5	7.5%
N#Cc1ccc(-c2csc(NC(=O)/C=C/c3cccs3)n2)cc1	-4	-5	1	-6	1	-19	-44*	-0.5	0.1%
O=C(CN1C(=O)NC2(CCCC2)C1=O)Nc1nc2ccc(F)cc2s1	2	0	-7	11	2	-1	0	1.6	-1.1%
CCc1ccc(S(=O)(=O)NCc2nc3cccnc3n2Cc2cccc(OC)c2)cc1	3	-3	.	-6	1	-5	2	0.1	2.9%
Cc1cccc(C)c1NC(=O)CSc1nc(N2CCOCC2)nc(N2CCOCC2)n1	3	3	-7	13	3	-7	3	0.1	-1.0%
Clc1ccccc1OCCCOc1cccc2cccnc12	-1	-26	6	-9	0	-7	17	0.6	0.9%
C/C(=N/NC(=O)c1cc(Cl)ccc1O)C12CC3CC(CC(C3)C1)C2	-3	3	-5	1	3	-15	4	0.6	-2.1%
Cn1cc(S(=O)(=O)N2CCN(c3ccccc3F)CC2)c(=O)n(C)c1=O	-6	-4	32*	0	-1	-1	2	-0.1	-0.2%
CCCCSc1nc(NCc2ccco2)c2c3c(sc2n1)COC(C)(C)C3	5	-3	2	4	2	0	1	1.9	3.2%
O=C(O)c1ccc(NC2OC[C@@H](O)[C@H](O)[C@H]2O)cc1 (stereo not given in full)	-5	4	2	-4	1	.	9	-1.6	2.0%
CCOc1cc(/C=N/NC(=O)CN2CCCCC2)ccc1OCc1cccc(Cl)c1	5	-1	-15	0	6	-20	19	-4.5	5.6%
Cc1cc(C)n(C(=O)CNC(=O)c2cccc(Br)c2)n1	6	0	2	-4	0	-2	0	-0.4	0.7%
NC(=O)c1ccc2c(c1)S(=O)(=O)c1ccccc1C2=O	9	-3	9	19	2	11	4	0.9	9.5%
Cc1cc(=O)[nH]c(SCn2nnc3ccccc3c2=O)n1	6	-4	-9	-3	0	-12	2	0.4	19%
COc1ccc(CC(=O)NC2CC(C)(C)NC(C)(C)C2)cc1OC	6	-12	-7	17	10	0	7	-1.3	-2.1%
CC(=O)Nc1ccc(S(=O)(=O)N2CCN=C2SCc2ccc([N+](=O)[O-])cc2)cc1	12	-9	.	6	18	-2	-65*	.	-1.7%
CN1CCN(c2ccc(C(=O)NC3CCCCC3)cc2[N+](=O)[O-])CC1	-1	-7	-20	-5	2	-9	-13	-0.4	0.9%
CCC(=O)N1c2ccc(S(=O)(=O)N(CCO)Cc3ccccc3)cc2CC1C (stereo not given)	9	3	-11	12	1	3	7	0.2	3.2%
Cc1nc2ncnn2c(C)c1CCC(=O)NCc1ccccc1Cl	10	-1	.	1	1	.	-10	0.7	4.9%
CC(=O)c1ccc(NC(=O)N2CCN(c3cccc(Cl)c3)CC2)cc1	3	-8	-8	7	20	-9	-51*	-0.6	0.0%
O=C(c1ccco1)N1CCN(C(=O)c2cc(-c3ccccn3)nc3ccccc23)CC1	9	-6	9	-3	5	-8	-4	1.3	1.4%
